Screening results (PubChem)
E coli Lon inh = inhibitors of E. coli Lon protease, primary screen, biochemical, fluorescence polarization. purified E. coli Lon protease. AID 602123, 2011. P0A9M0. inhibition, % at 7.94 µM. 0.42% of 360,000 active; in the data active = inhibition above about 13%, passing the limit was not always enough;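 note: 0% = enzyme with probe and DMSO and 100% = no enzyme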
Rpn11 inh = Rpn11 (PSMD14) deubiquitinase inhibitors, primary screen, biochemical, fluorescence polarization, uHTS; 26S proteasome non-ATPase regulatory subunit 14 (Homo sapiens), O00487; human 26S proteasome, Ub4-pepOG fluorescence polarization; 20S core pre-blocked with epoxomicin; calls only at 20 µM; 0.59% of 360,000 active;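 active = inhibition at 20 µM, scaled to each plate's controls, above about 33%, limit read from the data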
Target sequence (O00487 whole entry, looked up): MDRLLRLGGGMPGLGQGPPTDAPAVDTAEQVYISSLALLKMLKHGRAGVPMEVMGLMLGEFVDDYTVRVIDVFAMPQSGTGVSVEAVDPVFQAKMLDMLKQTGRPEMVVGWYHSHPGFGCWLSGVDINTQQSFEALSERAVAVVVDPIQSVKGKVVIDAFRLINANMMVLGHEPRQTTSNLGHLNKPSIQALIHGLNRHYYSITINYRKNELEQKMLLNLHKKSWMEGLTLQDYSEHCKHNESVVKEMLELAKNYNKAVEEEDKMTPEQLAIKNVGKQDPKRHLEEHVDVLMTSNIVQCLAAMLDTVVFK
bovine MsrA act = bovine MsrA enzyme activators, primary screen, biochemical, absorbance, HTS | AID 602163, 2012 | 0.3% of 360,000 active | activation, % at 10.6 µM | purified bovine MsrA, absorbance read-out; in the data active = activation above about 7.5%;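 note: 0% = vehicle and 100% = reference activator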
MsrA inhibitor = bovine MsrA enzyme inhibitors, primary screen, biochemical, absorbance, HTS | Methionine sulfoxide reductase A (Bos taurus) | purified bovine MsrA, absorbance read-out | inhibition, % at 15.5 µM | 0.75% of 360,000 active | AID 651718, 2012; in the data active = inhibition above about 4.5%;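 note: 0% = vehicle wells with enzyme and 100% = reference inhibitor wells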
MT1-MMP act inh = blockers of MT1-MMP proenzyme processing, primary screen, HT1080 RFP-PRO-GFP cells, GFP/RFP fluorescence; Matrix metalloproteinase-14 (Homo sapiens), P50281; AID 651647, 2012; 0.061% of 360,000 active; GFP/RFP ratio change, % at 20 µM; GFP/RFP ratio fluorescence, overnight; percent of plate control window, DMSO zero;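 active = GFP/RFP ratio change of at least 30% with cell ATP level not reduced by more than half and red fluorescence within 50% of control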; note: strong numbers were not always called active
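system = RFP-PRO-GFP reporter HT1080 cells | dosing = 20 µM single dose, 1% DMSO | timing = overnight cell settling, then overnight compound exposure, 37 °C, 5% CO2 | read-out basis = GFP/RFP fluorescence ratio | controls = DMSO and RFP-L50D-GFP cell wells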
Rin1 Abl inh = inhibitors of Rin1-Abl protein binding, primary screen, biochemical, TR-FRET; Tyrosine-protein kinase ABL1 (Homo sapiens) + Ras and Rab interactor 1 (Homo sapiens), …; inhibition, % at 7.35 µM; 0.4% of 360,000 active; AID 588664, 2011; in the data active = inhibition above about 5%, passing the limit was not always enough
CSN inh = inhibitors of CSN-mediated cullin deneddylation, primary screen, biochemical, fluorescence polarization, uHTS | 0.38% of 360,000 active | COP9 signalosome complex subunit 5 (Homo sapiens), Q92905 | inhibition, % at 12.5 µM | AID 651999, 2013 | Purified CSN, SCF-Nedd8-OG deneddylation;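 active = pattern-corrected inhibition above about 35%, with an unprinted fluorescence ratio check between 0.5 and 1.5, limit read from the data, passing the limit was not always enough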;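 note: 0% = enzyme with substrate and 100% = substrate without enzyme; some results filed as inactive read as strong as hits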
Target sequence (Q92905 whole entry, looked up, one chain of several): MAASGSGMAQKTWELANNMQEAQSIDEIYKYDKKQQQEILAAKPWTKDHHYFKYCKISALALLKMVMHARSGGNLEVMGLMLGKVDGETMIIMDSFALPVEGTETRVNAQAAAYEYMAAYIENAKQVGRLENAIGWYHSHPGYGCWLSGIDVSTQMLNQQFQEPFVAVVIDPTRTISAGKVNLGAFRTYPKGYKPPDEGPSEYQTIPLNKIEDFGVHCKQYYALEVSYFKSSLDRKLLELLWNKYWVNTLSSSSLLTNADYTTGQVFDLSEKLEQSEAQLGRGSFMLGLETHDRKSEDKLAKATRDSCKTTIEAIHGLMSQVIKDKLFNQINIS
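Assay system: Purified human Csn5 enzyme expressed in HEK293T cells | Amount: Enzyme 0.24 nM | Measured by: Fluorescence polarization readout | Medium: Tris/NaCl/DTT buffer, pH 7.5 | Compound dosing: One concentration, 12.5 µM, 0.25% DMSO | Times: 90 min incubation of compound, enzyme and substrate at room temperature | Control set: no-enzyme wells high, enzyme-with-substrate wells low | Read-out: % inhibition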
FAS TE block = FAS thioesterase domain inhibitors, primary screen, biochemical, fluorescence intensity, uHTS; Fatty acid synthase (Homo sapiens), P49327; recombinant FAS-TE, OMFH fluorogenic substrate, fluorescence endpoint; inhibition, % at 15 µM; 0.67% of 360,000 active; AID 602261, 2012;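 active = compounds whose normalised, plate-corrected inhibition of enzyme fluorescence in the single-dose primary screen is 50% or more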;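 note: 0% = DMSO with enzyme and 100% = substrate without enzyme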
PABP1 MLLE inh = inhibitors of PABP1 MLLE–PAM2 peptide binding, primary screen, biochemical, fluorescence polarization, FITC-PAM2, GST-MLLE. 0.36% of 360,000 active. Polyadenylate-binding protein 1 (Homo sapiens), P11940. inhibition, % at 20 µM; in the data active = inhibition above about 35%, passing the limit was not always enough;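 note: plate controls were DMSO wells with GST-MLLE for no effect and wells lacking GST-MLLE protein for full effect; some results filed as inactive read as strong as hits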
Starred values were filed as active, the others as inactive; i = inactive; nt = not tested or not shown. Compounds as they come; overall some 3.7% were active at least once.

SMILES	E coli Lon inh	Rpn11 inh	bovine MsrA act	MsrA inhibitor	MT1-MMP act inh	Rin1 Abl inh	CSN inh	FAS TE block	PABP1 MLLE inh
Cc1ccn2c(NC(=O)c3ccccc3)c(-c3ccccc3)nc2c1	-8	i	-1	0.8	5	-3	1	-2	6
Cc1cccc(NC(=O)c2oc3c(c2C)C(=O)CC(C)(C)C3)n1	9	i	-8	0.0	-1	3	3	0	7
Cn1cnnc1SCC(=O)c1ccc2c(c1)OCO2	-3	i	-5	1.8	-1	-2	0	-6	13
O=C(Nc1cccnc1)c1cccc(F)c1	-17	i	-1	-0.7	-8	1	-2	-13	17
Cc1ccc(S(=O)(=O)Nc2ccccc2C(=O)N2CCCCCC2)cc1	-3	i	-1	0.5	-2	2	0	-1	0
CCCCc1nn2c(N)c(/C=C3\C=Nc4ccccc43)c(=O)nc2s1	-5	i	0	-0.2	7	0	2	-14	-6
Cc1ccc(NC(=O)CSCC(=O)Nc2sccc2C#N)cc1	-7	i	-1	1.1	-8	0	3	-3	7
COCCNc1ccc(S(=O)(=O)N2CCCC2)cn1	-15	i	-14	0.8	1	2	1	-3	-6
CCc1nc(SCC(=O)N2c3ccccc3CC2C)c2c(C)c(C)sc2n1 (stereo not given)	-5	i	-5	-1.2	-8	4	1	34	10
CC(Nc1ccc(F)cc1)=[N+](C)CCNS(=O)(=O)c1ccc(Cl)cc1	-75	i	-7	0.4	-6	0	9	-4	-121
COc1cc2c(cc1NC(=O)c1ccc(C)c([N+](=O)[O-])c1)oc1ccccc12	-3	i	-8	-0.4	-8	-2	-12	-4	-15
Cc1ccccc1N=Nc1c(N)n[nH]c1N	-2	i	-3	2.3	3	-3	-1	-26	13
CN(CC(=O)N1CCN(c2ccccn2)CC1)S(=O)(=O)c1ccc2ccccc2c1	3	i	-2	0.2	nt	-3	1	1	-19
O=C(NCCC1=CCCCC1)C1CCCN(S(=O)(=O)c2ccc(F)cc2)C1 (stereo not given)	-6	i	-1	0.1	-1	-4	0	1	-2
CC1CCCC(C)N1C(=O)COC(=O)Cc1ccc(Cl)cc1 (stereo not given)	-12	i	-6	0.4	-3	1	3	-8	10
Nn1c(N2CCCCC2)nc2ccccc21	1	i	-2	-0.3	1	-5	-2	-5	2
Cn1c(C(=O)N2CCCC(C(=O)c3ccc(C(F)(F)F)cc3)C2)cc(=O)n(C)c1=O (stereo not given)	5	i	-3	0.1	7	3	-18	1	1
O=C(Cc1cccs1)N1CCCC(c2nc3c(nnn3Cc3ccccc3Cl)c(=O)[nH]2)C1 (stereo not given)	-6	i	-6	0.1	0	-1	-3	0	2
C=CC[C@@H](CC(=O)NCCO)C(=O)N[C@H](COC(=O)[C@H](CC=C)CC(=O)OC(C)(C)C)Cc1c[nH]c2ccccc12	-3	i	1	-1.1	-1	-1	-8	-3	0
Cc1ccccc1Oc1ccc(Oc2ccccc2C)nn1	4	i	-2	-1.3	6	3	5	-1	2
O=C(N/N=C/c1ccccc1O)C1(O)c2ccccc2-c2ccccc21	-3	i	-4	3.1	0	-1	1	-4	3
CC1(C(=O)Nc2ccc3ccccc3c2)CCC(=O)N1C1CC1 (stereo not given)	4	i	-6	1.1	5	5	1	-9	-4
O=C(Nc1ccc(Cl)c(Cl)c1)Nc1nnc(CC2=CCCCC2)s1	-4	i	5	-0.6	-9	1	-3	4	-48
CN(Cc1ccccc1)C(=O)c1ccc(Cc2cn(C)c3ccccc23)nc1	-1	i	-6	1.1	1	2	-3	2	-22
Cc1c(Cl)cccc1NC(=O)CCC(=O)NNC(=O)c1ccco1	-11	i	-12	-1.4	3	-1	1	-6	-8
N/C(Cc1ccc([N+](=O)[O-])cc1)=N\OC(=O)CC1CCCCC1	-3	i	-2	0.6	2	0	-3	30	8
CCOc1ccc(C(=O)N2CCCC(c3nc(-c4cccs4)no3)C2)cc1 (stereo not given)	10	i	1	0.5	-2	1	-3	-1	-12
CN(C)S(=O)(=O)N1CCC(CCCC2CCN(S(=O)(=O)N(C)C)CC2)CC1	-8	i	0	1.5	4	1	-4	0	0
CCn1c(SCC(=O)NCC2CCCO2)nc2ccccc21 (stereo not given)	7	i	0	0.1	0	3	-1	-5	-110
CC1(Cc2ccc3ccccc3n2)C(=O)Nc2ccc(OC(F)(F)F)cc21 (stereo not given)	0	i	-8	1.5	-6	2	-3	12	12
COc1ccccc1/C=C1\SC(=O)N(CC(=O)N(C)C2CCS(=O)(=O)C2)C1=O (stereo not given)	-5	i	-7	3.4	-3	-1	-2	2	19
CC(=O)Nc1ccc(OCC(O)Cn2nc(C)c(Br)c2C)cc1 (stereo not given)	4	i	0	0.6	4	-1	3	-5	20
Cn1c(=O)n(C)c2cc(NS(=O)(=O)c3ccc(Br)s3)ccc21	-14	i	-3	0.7	17	3	-4	0	-2
Cc1ccc(NC(=O)CSc2ccc(-c3ccc4c(c3)OCO4)nn2)cc1F	3	i	-3	0.9	3	-2	2	-12	5
CC(=O)Nc1ccc(S(=O)(=O)Nc2ccc(N3CCOCC3)c(F)c2)cc1	11	i	1	-0.6	2	-1	-3	0	-15
CCCCNC(=O)C1CCN(S(=O)(=O)N2CCOCC2)CC1	5	i	-9	0.2	-2	3	-2	-6	6
COCCN(C(C)=O)c1nnc(-c2ccccn2)s1	7	i	-12	2.5	-1	1	2	-7	8
COc1ccccc1N(CCC#N)C(=O)CSc1nnc2ccccn12	-4	i	-4	0.2	0	5	-2	-5	12
O=C1CCC(C(=O)OCC(=O)N2N=C3/C(=C\c4ccccc4)CCCC3C2c2ccccc2)N1 (stereo not given)	7	i	0	0.9	0	-2	1	12	-10
O=C(O)c1c(-c2ccccc2)c2oc3ccccc3c2[nH]c1=O	-20	i	-4	2.9	-3	-1	4	-8	10
CCCC(c1nnnn1Cc1ccc(F)cc1)N1CCN(CC)CC1 (stereo not given)	-8	i	-4	0.8	-1	0	-3	-3	1
C[C@H](CO)N1C[C@H](C)[C@@H](CN(C)CC2CCCCC2)Oc2ccc(NS(C)(=O)=O)cc2C1=O	2	i	-2	0.2	2	-1	0	-11	-7
CCOC(=O)N1CCc2c(sc3c2c(=O)n(Cc2ccccc2)c(=O)n3Cc2ccc(C)cc2)C1	-10	i	-2	0.6	-3	1	4	4	-14
CCOc1ccc(NC(=O)c2ccccc2OC)cc1	-7	i	-14	0.8	1	3	-1	-3	1
CCCOC(=O)c1ccc(NC(=O)c2cc(=O)[nH]c3ccccc23)cc1	5	i	-1	-0.1	0	-1	-2	-3	0
Cc1ccc(OCCNC(=O)CNC(=O)c2ccc(Cl)c([N+](=O)[O-])c2)cc1	1	i	-3	-0.7	-1	5	2	62*	0
C=CCN1C(=O)c2ccc(C(=O)N(C)CC(=O)Nc3ccccc3C(F)(F)F)cc2C1=O	-10	i	3	-0.6	1	-3	-5	-3	-12
COc1ccc(C(=O)O)cc1S(=O)(=O)NC1CCN(Cc2ccccc2)CC1	7	i	-7	0.9	1	1	0	-3	19
COc1cccc(N2CCN(CC(=O)Nc3nc4c(s3)CC(C)CC4)CC2)c1 (stereo not given)	-3	i	1	-1.2	4	-4	3	19	-3
CCn1cc(C(=O)NCC2CCCO2)c(=O)c2cc(S(=O)(=O)N(C)C)ccc21 (stereo not given)	3	i	-8	1.1	-2	2	0	1	11
Next structures follow.
SMILES	E coli Lon inh	Rpn11 inh	bovine MsrA act	MsrA inhibitor	MT1-MMP act inh	Rin1 Abl inh	CSN inh	FAS TE block	PABP1 MLLE inh
CCCCc1c(-c2ccccc2OC)ncn1CCc1ccc(OC)cc1	3	nt	4	-0.1	5	nt	-1	9	nt
O=C(N/N=C/c1cccc(O)c1)c1ccc2c(c1)OCCO2	4	i	-5	0.8	0	-1	4	-2	20
O=c1ccc2ccc(OCCOc3cccc(Cl)c3)cc2o1	-15	i	-9	0.9	8	4	2	26	14
COc1cc(NC(=O)C2CCCN(S(=O)(=O)c3ccc4c(c3)CCCN4C(C)=O)C2)cc(OC)c1 (stereo not given)	5	i	-14	-1.2	-2	-3	-3	2	-4
Cc1nc(CNS(=O)(=O)c2ccc3ccccc3c2)cs1	-7	i	-2	-0.1	9	-1	2	-2	-4
CC1([N+](=O)[O-])COC2(CCCCC2)OC1	-7	i	-3	0.0	0	1	-4	-3	3
CCn1c(SCC(=O)N/N=C/c2ccc(C)o2)nnc1-c1ccc(C)cc1	-12	i	-3	0.9	6	3	-6	-8	-34

Gathered by group: those above containing two or more sulfur atoms (6)
SMILES	E coli Lon inh	Rpn11 inh	bovine MsrA act	MsrA inhibitor	MT1-MMP act inh	Rin1 Abl inh	CSN inh	FAS TE block	PABP1 MLLE inh
Cc1ccc(NC(=O)CSCC(=O)Nc2sccc2C#N)cc1	-7	i	-1	1.1	-8	0	3	-3	7
CCc1nc(SCC(=O)N2c3ccccc3CC2C)c2c(C)c(C)sc2n1 (stereo not given)	-5	i	-5	-1.2	-8	4	1	34	10
CN(C)S(=O)(=O)N1CCC(CCCC2CCN(S(=O)(=O)N(C)C)CC2)CC1	-8	i	0	1.5	4	1	-4	0	0
COc1ccccc1/C=C1\SC(=O)N(CC(=O)N(C)C2CCS(=O)(=O)C2)C1=O (stereo not given)	-5	i	-7	3.4	-3	-1	-2	2	19
Cn1c(=O)n(C)c2cc(NS(=O)(=O)c3ccc(Br)s3)ccc21	-14	i	-3	0.7	17	3	-4	0	-2
Cc1nc(CNS(=O)(=O)c2ccc3ccccc3c2)cs1	-7	i	-2	-0.1	9	-1	2	-2	-4

Entries of single compounds from above. Values in the order: E coli Lon inh, Rpn11 inh, bovine MsrA act, MsrA inhibitor, MT1-MMP act inh, Rin1 Abl inh, CSN inh, FAS TE block, PABP1 MLLE inh
Record of COc1cc2c(cc1NC(=O)c1ccc(C)c([N+](=O)[O-])c1)oc1ccccc12 → -3, i, -8, -0.4, -8, -2, -12, -4, -15
Record of CC1(C(=O)Nc2ccc3ccccc3c2)CCC(=O)N1C1CC1 (stereo not given) → 4, i, -6, 1.1, 5, 5, 1, -9, -4
Record of O=C(N/N=C/c1ccccc1O)C1(O)c2ccccc2-c2ccccc21 → -3, i, -4, 3.1, 0, -1, 1, -4, 3
